Assay outcomes as filed in PubChem.
Casp7 inh = caspase-7 (human) inhibition, allosteric or competitive | recombinant caspase-7, Ac-DEVD-AFC fluorescence rate | hit rate 0.02% among 75,000 | Potency, µM (highest dose often 57.5 µM), for inactives: at the highest dose activity change, negative = inhibition, actives largely listed as inhibitors | P55210; active = well fitted inhibition curve with a large enough effect in the main read-out, with a control signal flat, not every such curve was filed as active; inconclusive = small, poorly fitted or top-dose-only effect, or a change in a side signal; also: potency is read from the fitted curve at half-maximal effect; % of control where 0% means no effect
Target sequence (P55210 24-198 limits assumed): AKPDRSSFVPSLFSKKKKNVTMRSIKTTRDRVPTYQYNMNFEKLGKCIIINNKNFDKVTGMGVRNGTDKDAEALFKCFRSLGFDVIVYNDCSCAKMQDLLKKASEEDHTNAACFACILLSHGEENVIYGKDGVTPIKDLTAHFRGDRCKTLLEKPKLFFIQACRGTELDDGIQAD
Target sequence (P55210 207-303 limits assumed): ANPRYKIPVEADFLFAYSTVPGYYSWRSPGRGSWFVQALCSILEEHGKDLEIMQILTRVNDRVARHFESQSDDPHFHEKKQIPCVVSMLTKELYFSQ
TexasRed autofl = Texas Red region autofluorescence | Compound fluorescence, Texas Red channel, 547/618 nm; hits give high values | max dye-equivalent concentration, M | hit rate 0.06% among 59,000; in the data active = max dye-equivalent concentration above about 10 nM; inconclusive = between about 1.1 nM and that limit
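Pin-transferred compounds and Texas Red standards go into 100 mM Tris buffer, pH 8.0. After 15 min at room temperature, plates are imaged with 547/618 nm filters. Each value is a dye-equivalent concentration derived from the per-plate dye curve.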
Rhodamine autofl = rhodamine region autofluorescence | max dye-equivalent concentration, M | hit rate 0.05% among 59,000 | Rhodamine-region fluorescence, 547/598 nm, Tris buffer; hits give high values; in the data active = max dye-equivalent concentration above about 11 nM; inconclusive = between about 1.1 nM and that limit
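Steps: pin-transfer compounds into pH 8.0 Tris (100 mM), hold 15 min at room temperature, image with a 547/598 nm filter pair, and convert intensities to rhodamine-equivalent concentration using a six-point on-plate rhodamine series.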
Fluorescein fluor = compound autofluorescence in fluorescein spectral region; Compound autofluorescence, 480/540 nm, fluorescein-equivalent; hits give high values; max fluorescein-equivalent concentration, M; hit rate 0.91% among 59,000; AID 593; in the data active = max fluorescein-equivalent concentration above about 10 nM; inconclusive = between about 1.1 nM and that limit
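Autofluorescence profiling; 100 mM Tris, pH 8.0; incubation 15 min at RT; ex/em 480/540 nm; result as fluorescein-equivalent concentration.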
Luciferase inh = firefly luciferase inhibition. P08659. purified firefly luciferase, luminescence, 8 min. Potency, µM (top dose mostly 57.1 µM), for inactives: at the top dose activity change, negative = inhibition, hits mostly inhibitors. hit rate 2.2% among 72,000; also: potency is read from the fitted curve at half-maximal effect; % is scaled to controls: 0 for no effect and ±100 for the full control effect; nearly all actives have a fitted effect of over 40% in size
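Inhibition of light generation by firefly luciferase from ATP and luciferin was profiled with concentration-response curves per sample, ATP held at 10 uM within the enzyme's linear range. Plates were read by luminescence after an 8-minute ambient incubation.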
A350 fluor = compounds fluorescent in Alexa 350 spectral region; Compound autofluorescence, 340/450 nm, Alexa 350 dye-equivalents; hits give high values; max dye-equivalent concentration, M; hit rate 11% among 59,000; AID 590; in the data active = max dye-equivalent concentration above about 10 nM; inconclusive = mostly about 1.1 nM to 9.6 nM
Casp1 inh = blocks human caspase-1 allosterically or competitively | P29466 | Caspase-1 enzyme, Ac-WEHD-AFC fluorogenic rate | Potency, µM (doses to about 57.5 µM), for the others: at the top dose activity change, negative = inhibition, usual class: inhibitors | hit rate 0.03% among 75,000;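 also: potency is read from the fitted curve at half-maximal effect; plate controls were vehicle for no effect and no substrate for full effect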
Target sequence (P29466 120-297 limits assumed): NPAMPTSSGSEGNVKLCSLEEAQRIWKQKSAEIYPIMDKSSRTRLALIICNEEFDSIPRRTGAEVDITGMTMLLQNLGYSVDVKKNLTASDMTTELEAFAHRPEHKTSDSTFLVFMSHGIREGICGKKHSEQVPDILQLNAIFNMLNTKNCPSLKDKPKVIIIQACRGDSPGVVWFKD
Target sequence (P29466 317-404 limits assumed): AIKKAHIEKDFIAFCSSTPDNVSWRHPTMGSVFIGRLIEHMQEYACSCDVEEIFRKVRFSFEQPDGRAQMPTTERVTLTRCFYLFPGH
4-MU autofl = compounds fluorescent in 4-MU spectral region. hit rate 11% among 59,000. max dye-equivalent concentration, M. AID 589. compound autofluorescence, 340/450 nm, 4-MU equivalents; hits give high values; in the data active = max dye-equivalent concentration above about 10 nM; inconclusive = mostly about 1.1 nM to 9.6 nM
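Intrinsic fluorescence at 340/450 nm (ex/em) was read after 15 min at room temperature in pH 8.0, 100 mM Tris. Each compound concentration expressed as 4-MU-equivalent concentration from a six-point 4-MU standard series on each plate.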
HEK293 cAMP ctrl = counter-screen for TSHR agonists: cAMP increase in parental HEK293 | parental HEK293 CNG cAMP sensor, membrane potential fluorescence | Potency, µM (series often up to 57.1 µM), for the others: at the highest dose activation, usual class: activators | hit rate 2.5% among 73,000; also: potency is read from the fitted curve at half-maximal effect; % of control where 0% means no effect; nearly all actives have a fitted effect of over 55% in size
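Parental HEK 293 cells stably expressing a modified CNG channel (no TSHR) report cAMP rise as membrane depolarization. Membrane potential dye with 100 uM RO 20-1724 was loaded for 60 min at room temperature, then compound added for 30 min; fluorescence read at 590 nm.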
Tau filament bind = binds recombinant human tau filaments | hit rate 2% among 71,000 | P10636 | recombinant tau filaments, thioflavin S fluorescence, 15 h; filaments grown with octadecylsulfate alongside compound | Potency, µM (highest dose often 57.1 µM), for inactives: at the highest dose activity change, negative = inhibition;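 also: potency is read from the fitted curve at half-maximal effect; % is scaled to controls: 0 for no effect and ±100 for the full control effect; actives lower thioflavin S fluorescence by blocking filaments or displacing dye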
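Read-out: ThS fluorescence, 450 nm excitation/510 nm emission; lower signal marks blocked filament formation or displaced dye. Tau at 1 uM with 30 uM ODS, 10 uM ThS, 5 mM DTT, 100 mM NaCl, 10 mM HEPES pH 7.4; 15 h, 37 C.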
ERK AVP inh = inhibitors of vasopressin-stimulated ERK signaling pathway. Potency, µM (series often up to 57.5 µM), inactives show at the top dose activity, negative = inhibition, actives largely listed as inhibitors. HEK293-V1b, vasopressin-stimulated pERK AlphaScreen. hit rate 0.99% among 72,000; also: potency is read from the fitted curve at half-maximal effect; % is scaled to controls: 0 for no effect and ±100 for the full control effect; nearly all actives have a fitted effect of over 55% in size
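Phosphorylated ERK1/2 detected via AlphaScreen bead proximity in lysates of V1b-expressing HEK293 cells given 25 nM vasopressin for 5 min after 30 min compound exposure (37 °C). AC50 from Hill equation; basal DMSO 0%, vasopressin 100%.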
* = called active by the depositor; i = inactive; ? = inconclusive; / = no result given; [ ] = another dose, or the depositor's remark. Unless noted, calls follow the shape of the dose curve; as a rule, active = well fitted curve in the direction sought with a large enough effect; inconclusive = small, poorly fitted or top-dose-only effect, or another doubt; inactive = no such curve, though single readings can be large; an effect the other way counts as inactive or inconclusive.

entry	canonical_smiles	ERK AVP inh	Casp7 inh	TexasRed autofl	Luciferase inh	Fluorescein fluor	HEK293 cAMP ctrl	Tau filament bind	Casp1 inh	Rhodamine autofl	4-MU autofl	A350 fluor
1	COCCn1c(SCC(=O)c2ccccc2)nc2c(c1=O)SC(C)C2 (stereo not given)	4%	-1%	i	-1%	i	19%	4%	-2%	i	i	i
2	CCOC(=O)CN1C(=O)C(O)(CC(=O)c2ccco2)c2ccccc21 (stereo not given)	13%	-2%	/	0%	/	6%	-6%	-3%	/	/	/
3	CC1(C)Cc2nc(N3CCOCC3)c(C#N)cc2CO1	?	-1%	?	-2%	i	?	5%	-1%	i	4.8e-07M*	4.8e-07M*
4	CCOC(=O)N1CCN(c2c(NCCc3ccc(OCC)c(OCC)c3)c(=O)c2=O)CC1	20%	-4%	i	7%	i	-4%	-5%	1%	i	?	?
5	O=C(/C=C\c1ccc(O)cc1)c1ccc(O)cc1O	?	-3%	?	25µM*	3.7e-08M*	-18%	10%	2%	i	?	i
6	CCOc1ccc(C(=O)Nc2nnc(C)s2)cc1OCC	-27%	1%	/	-3%	/	0%[11.4 µM]	5%[11.4 µM]	0%	/	/	/
7	Cc1ccc(S(=O)(=O)NCC(=O)N(CC(=O)NCC2CCCO2)C2CCCC2)cc1 (stereo not given)	-6%	0%	i	1%	i	6%	3%	1%	i	i	i
8	O=C(CN1C(=O)CCS(=O)(=O)c2ccccc21)NCc1ccccc1	?	0%	i	1%	i	1%	-4%	3%	i	i	i
9	CNc1nc(SCc2ccccc2)nc(N2CCOCC2)n1	-25%	-4%	i	5%	i	12%	-1%	1%	i	i	i
10	Cc1c(-c2ccccc2)oc2c(C(=O)OCCN3CCCCC3)cccc2c1=O	-9%[25.7 µM]	0%[25.7 µM]	?	-1%[25.5 µM]	i	13%[25.6 µM]	2%[25.6 µM]	-4%[25.7 µM]	i	i	i
11	O=P(c1cccs1)(c1cccs1)c1cccs1	-5%	-1%	/	0%	/	29%[11.4 µM]	13%[11.4 µM]	-1%	/	/	/
12	C/C(Cl)=C/Cn1c(SC(C)C)nc2c1c(=O)[nH]c(=O)n2C	16µM*	-1%	i	1%	i	?	2%	-1%	i	i	i
13	Cc1ccc(C)c(OCC(O)CN2C(C)CCCC2C)c1 (stereo not given)	-3%	-1%	?	-1%	i	?	8%	-1%	i	i	i
14	CNC(=O)c1ccccc1	17%	2%	/	/	/	-8%	-4%	1%	/	/	/
15	COC(=O)[C@@]1(Cc2ccc(F)cc2)[C@@H]2C(=CC(=O)[C@H]2CC(=O)C(=O)N2CCCC2)CN1C(=O)c1ccccc1	56%[activator]	-4%	/	/	/	9%	-8%	-2%	/	/	/
16	CCOC(=O)c1c(C)[nH]c(C)c1C(=O)CN1C(=O)NC(CC(C)C)C1=O (stereo not given)	18%	2%	i	-1%	i	-8%	-5%	-2%	i	i	i
17	CC1(C)CC(=O)C=C(N2CCN(C3=CC(=O)CC(C)(C)C3)CC2)C1	4%	4%	i	2%	?	-2%	-1%	1%	i	i	i
18	COc1cccc(C2/C(=C(\O)c3ccc4c(c3)OCCO4)C(=O)C(=O)N2CCCN(C)C)c1OC (stereo not given)	/	/	i	-1%[25.5 µM]	i	/	/	/	i	i	?
19	CCC(=O)N1CCc2cc(S(=O)(=O)CCC(=O)NCc3cccs3)ccc21	-21%	0%	?	1%	i	?	2%	2%	i	i	i
20	CCOC(=O)N1CCN(C(=O)c2ccc3c(=O)n(Cc4ccc(Cl)cc4)c(=S)[nH]c3c2)CC1	?	-14%	i	4%	i	17%	-25%	-3%	i	i	i
21	N#Cc1ccccc1-c1ccc2ncnc(NCc3ccccc3)c2c1	?	-4%	i	1%[2.29 µM]	i	?	306%	-4%	i	i	i
22	O=S(=O)(c1ccccc1)c1ccc(NCc2ccco2)cc1	?	-3%	/	1%	/	?	-2%[11.4 µM]	-3%	/	/	/
23	COc1ccc(N2CCN(/C(=N\S(=O)(=O)c3ccccc3)Nc3nc(C)cc(C)n3)CC2)cc1	-17%	0%	i	-2%	i	-1%	-27%	-1%	i	9.9e-06M*	1.1e-05M*
24	COc1cccc2cc(C(=O)N3CCN(C/C=C/c4ccccc4)CC3)c(=O)oc12	-9%	-9%	?	1%	i	4%	104%	-5%	i	i	i
25	COc1ccc(COC(=O)N/N=C2/C[C@@H](O)[C@@H](O)[C@@H]3[C@@H]4C(=O)N(C5CCCCC5)C(=O)[C@H]4CC[C@@H]23)cc1	-6%[11.5 µM]	1%[11.5 µM]	/	-2%[11.4 µM]	/	5%[11.4 µM]	/	-2%[11.5 µM]	/	/	/
26	O=C1C2C3C=CC(C3)C2C(=O)N1CC1CCCO1 (stereo not given)	-10%	3%	i	0%	i	4%	-3%	1%	i	i	i
27	Cn1cccc1C(=O)OCC(=O)Nc1ccc2c(c1)CCC2	?	0%	i	-2%	i	2%	7%	1%	i	i	i
28	CCOc1ccc(NC(=O)c2oc3ccccc3c2NC(=O)C2CC2)cc1	10%	-3%	i	-2%	i	27%	425%	-6%	i	2.6e-08M*	2.8e-08M*
29	N#C/C=C1\n2c(nc3ccccc32)OC12CCCCC2	-14%	2%	i	2%	i	-1%	0%	-4%	i	i	i
30	CCOC(=O)C1CCN(C(=O)c2ccc(Cl)c(S(=O)(=O)N3CCOCC3)c2)CC1	2%	10%	i	5%	?	6%	3%	0%	i	i	?
31	Cc1ccc2[nH]c3nc(CCCn4ccnc4-c4ccccc4)nnc3c2c1	14%[11.5 µM]	-1%[11.5 µM]	/	2%[11.4 µM]	/	-3%[11.4 µM]	/	0%[11.5 µM]	/	/	/
32	CSc1ccccc1NC(=O)c1cccnc1	-4%	-1%	i	5%	?	2%	-3%	0%	i	i	?
33	O=C(NCC1CCCO1)c1ccc(S(=O)(=O)N2CCCCC2)cc1 (stereo not given)	-17%	-2%	i	0%	i	-2%	6%	-1%	i	i	i
34	COc1ccc(-c2cc(C(F)(F)F)nc(SCC(=O)Nc3cc(C)on3)n2)cc1OC	-19%	-5%	i	1%	?	20%	-12%	-11%	i	1.5e-07M*	2e-07M*
35	C[C@@H](C(=O)Nc1ccc2ccccc2c1)[C@@H]1C[C@@]1(C)[C@@H](N)c1ccccc1	18%	0%	/	/	/	?	56%	1%	/	/	/
36	CCOC(=O)Cc1nnc(NC(=O)COc2ccc(C)cc2)s1	0%	-5%	i	1%	?	9%	9%	-5%	i	i	i
37	CCC(=O)Nc1ccccc1Oc1ccccc1	-19%	0%	?	0%	i	2%	2%	1%	i	i	?
38	Cc1oc2ccc(OCc3ccc(F)cc3)cc2c1C(=O)O	-1%	1%	i	3%	?	-3%	3%	0%	i	i	i
39	COc1ccc(S(=O)(=O)N2CCCN(CC(=O)C(C)(C)C)CC2)cc1	18%	-1%	?	1%	?	-2%	6%	-4%	i	i	i
40	CCOC(=O)c1ccc(NC(=O)NC(C)C2CCCO2)cc1 (stereo not given)	8%	0%	i	-6%	i	20%	-8%	0%	i	i	i
41	COc1ccc(S(=O)(=O)N2CCN(C3CCN(Cc4ccccc4)CC3)CC2)cc1	16%	1%	/	-1%	/	12%	12%	0%	/	/	/
42	COc1ccc(S(=O)(=O)N2CCCCCC2)cc1C(=O)OCc1c(C)noc1C	-1%	-2%	i	1%	i	5%	12%	0%	i	?	?
43	COC(=O)c1cc(NC(=O)CN(c2ccc3c(c2)OCO3)S(C)(=O)=O)ccc1Cl	-8%	2%	?	0%	i	1%	-6%	-1%	i	i	i
44	CC1CCN(C(=O)c2ccc(COc3ccccc3Cl)o2)CC1	7%	-2%	i	-1%	i	22%	-18%	-5%	i	i	i
45	CCOC(=O)C1CCN(C(=O)CSc2cc(=O)n(CC)c3ccccc23)CC1	3%	1%	i	0%	i	?	-2%	0%	i	?	?
46	CC1CCCC(NC(=O)C2CCN(S(=O)(=O)N3CCC4(CC3)OCCO4)CC2)C1C (stereo not given)	11%	0%	i	0%	i	6%	2%	1%	i	i	i
47	COC(=O)c1ccc(Nc2cc(C)nc(-c3ccccc3O)n2)cc1	/	/	i	-2%[25.5 µM]	?	/	/	/	i	i	i
48	CCc1sc(C(=O)NC)cc1Br	-13%	-1%	i	0%	i	2%	-14%	-4%	i	i	i
49	OCc1ccccc1OCCOc1ccc(Cl)c2cccnc12	?	-3%	i	-10%	i	6%	24%	0%	i	i	i
50	COC(=O)C1=C(N)N(c2ccc(F)cc2)C2=C(C(=O)CCC2)C1c1ccc2c(c1)OCO2 (stereo not given)	4%	-6%	?	0%	i	3%	31%	-7%	i	4.1e-08M*	4.3e-08M*
51	Cc1cccc(Nc2nc(-c3ccccn3)cs2)n1	-7%	0%	i	0%	?	-1%	-2%	-1%	i	i	i

A portion of the library; rates above refer to the full screens.
